Screening data (PubChem BioAssay)
ELG1 DNA repair = ELG1-dependent DNA repair inhibition; HEK293T ELG1-luciferase reporter, luminescence, 16 h; DNA damage induced by 5-fluorouridine; 330,000 compounds, 2.3% hits; Potency, µM (doses to about 46.1 µM), inactives show top-dose activity change, negative = inhibition, actives largely listed as inhibitors; further: potency means the concentration at half of the fitted maximal effect; on the % scale 0 is the no-effect control and ±100 the full control effect; nearly all actives have a fitted effect of over 55% in size
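In this reporter screen, reduction of luminescence relative to DMSO vehicle indicated activity. Compounds and 5-fluorouridine were added together to 2,000 cells per well, incubated for 16 hr at 37 °C, then developed with ONE-Glo.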
Chronic BCR inh = chronic active BCR signaling inhibition | ABC-DLBCL IkBa-CBG/CBR reporter, luminescence ratio, 4 h | Potency, µM (highest dose often 46.1 µM), inactives show at the highest dose ratio change, negative = lower green/red ratio, most hits filed as inhibitors | 340,000 compounds, 0.05% hits; active means well fitted inhibition curve with a large enough effect in the signal ratio, with a control signal flat, not every such curve was filed as active; inconclusive means small, poorly fitted or top-dose-only effect, or effect the other way, or a change in a side signal; the % refers to the signal ratio;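 further: potency means the concentration at half of the fitted maximal effect; plate controls were basal doxycycline-induced cells for no effect and cells given 10 µM MG132 for full effect; MG132 reads +100%, hits lower the ratio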
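TMD8 human ABC-DLBCL cells with doxycycline-inducible IκBα–green luciferase fusion and unfused red luciferase, in 0.5% FBS medium; compounds up to 46 uM, 4 h at 37C. Green/red luminescence ratio, filter-overlap corrected, fitted to concentration-response curves.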
USP2a block = inhibitors of human ubiquitin-specific protease USP2a; 330,000 compounds, 0.01% hits; Potency, µM (series often up to 38.3 µM), without a hit: at the top dose activity change, negative = inhibition, actives largely listed as inhibitors; AID 463254; USP2 core, Ub-CHOP2 coupled fluorogenic reporter, 485/531; O75604;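 further: potency means the concentration at half of the fitted maximal effect; plate controls were DMSO wells for no effect and full inhibition by NEM control for full effect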
Target sequence (O75604 whole entry, looked up): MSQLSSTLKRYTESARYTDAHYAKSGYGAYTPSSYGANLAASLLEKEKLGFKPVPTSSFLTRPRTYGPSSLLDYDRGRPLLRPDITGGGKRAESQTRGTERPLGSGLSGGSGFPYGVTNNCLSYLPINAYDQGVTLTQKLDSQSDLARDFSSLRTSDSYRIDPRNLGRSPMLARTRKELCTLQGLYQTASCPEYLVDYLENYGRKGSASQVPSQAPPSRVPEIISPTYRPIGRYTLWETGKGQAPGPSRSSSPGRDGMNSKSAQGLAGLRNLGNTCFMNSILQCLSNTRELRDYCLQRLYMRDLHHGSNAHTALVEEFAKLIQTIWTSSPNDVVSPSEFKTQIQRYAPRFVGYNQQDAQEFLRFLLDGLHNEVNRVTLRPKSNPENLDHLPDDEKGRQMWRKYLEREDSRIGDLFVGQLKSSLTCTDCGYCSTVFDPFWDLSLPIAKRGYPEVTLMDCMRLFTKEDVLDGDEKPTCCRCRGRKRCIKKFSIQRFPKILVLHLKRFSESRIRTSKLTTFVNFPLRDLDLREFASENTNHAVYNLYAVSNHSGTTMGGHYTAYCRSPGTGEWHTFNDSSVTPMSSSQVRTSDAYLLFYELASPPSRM
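USP2 core (10nM final) preincubated 30min RT with compound in 20mM Tris-HCl pH 8.0, 2mM CaCl2, 2mM beta-mercaptoethanol, 0.05% CHAPS; 25nM Ub-CHOP2 plus 25nM reporter substrate added, fluorescence (Ex485/Em531) read after 60min.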
TCR activator = T cell receptor activation; Potency, µM (top dose mostly 9.22 µM), for the others: top-dose activation of IL-2 secretion, actives largely listed as activators; 330,000 tested, under 10 active; primary human leukocytes, anti-CD3, IL-2 HTRF, 48 h; further: % of control where 0% means no effect
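Primary human leukocytes incubated 48 hr with anti-CD3 beads plus compound, without co-stimulation. Secreted IL-2 measured by HTRF (europium cryptate/d2 anti-IL-2 pair, 320 nm excitation, 665 nm emission).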
TSG101-PTAP inh = blocks PTAP/TSG101 interaction to inhibit HIV-1 budding | Q99816 | Fluorescence polarization, FITC-PTAP peptide / Tsg101 binding | Potency, µM (highest dose often 115 µM), inactives show at the top dose activity change, negative = inhibition, usual class: inhibitors | 340,000 tested, under 10 active | AID 493005; active means well fitted inhibition curve with a large enough effect in the main read-out, with a control signal flat, not every such curve was filed as active; inconclusive means small, poorly fitted or top-dose-only effect, or effect the other way, or a change in a side signal; inactive means no such curve, though single readings can be large or run the other way; further: potency means the concentration at half of the fitted maximal effect; % of control where 0% means no effect
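Compounds were pin-transferred onto Tsg101 binding domain (10 uM final) in HEPES pH 7.5 buffer, then FITC-PTAP peptide was added at 50 nM final. After 20 min at RT, polarization reported peptide displacement across a qHTS concentration series.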
Tb PFK inh = inhibitors of T. brucei phosphofructokinase; O15648; T. brucei PFK, ADP-Glo luminescence; Potency, µM (top dose mostly 57.5 µM), for inactives: top-dose activity, negative = inhibition, hits mostly inhibitors; 330,000 compounds, 0.17% hits;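 further: potency means the concentration at half of the fitted maximal effect; 0% = uninhibited 1x PFK enzyme wells and -100% = no-enzyme wells; nearly all actives have a fitted effect of over 60% in size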
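Luminescent ADP detection (ADP-Glo, two-step: ATP depletion then ADP-to-ATP conversion for luciferase) reported PFK activity after 45 min room-temperature reaction of 1.25 nM enzyme with 0.5 mM F6P and 0.1 mM ATP at pH 8.0.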
TSHR antagonist = antagonists of human thyroid stimulating hormone receptor | P16473 | TSHR-expressing cells, TSH-stimulated cAMP HTRF, 2 h; active compounds read low | activity change, negative = inhibition, % at 11.5 µM | 330,000 compounds, 0.2% hits | AID 504810;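 active means activity change below a set negative limit, meaning inhibition stronger than a set level, cut at about -70% in these data; inconclusive means activity change between two set negative limits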; further: on the % scale 0 is the no-effect control and ±100 the full control effect
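Cell-based HTRF cAMP assay; TSHR cells + compound, TSH EC80 (4nM final), 2 h, 37 deg C. Lysis with anti-cAMP cryptate and cAMP-d2, 30 min RT, read 665/620 nm.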
Eya2 inh = Eya2 (human) phosphatase inhibition | O00167 | recombinant Eya2, OMFP fluorescence dephosphorylation (OMFP is methylfluorescein phosphate) | Potency, µM (series often up to 76.9 µM), for inactives: at the top dose activity, negative = inhibition, actives largely listed as inhibitors | 330,000 compounds, 0.006% hits; further: potency means the concentration at half of the fitted maximal effect; on the % scale 0 is the no-effect control and ±100 the full control effect
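Eya2 protein (added as 0.2 uM solution) was preincubated with compound for 10 min at ambient temperature in 50 mM HEPES pH 7.5, 50 mM NaCl, 5 uM MgCl2, 0.05% BSA, 1 mM DTT. OMFP (added at 50 uM) then reacted 10 min; fluorescence read at 485/525 nm.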
Mito fusion act = inhibitors of mitochondrial division or activators of mitochondrial fusion. 320,000 compounds, 0.23% hits. S. cerevisiae fusion-defective mutant growth rescue, CellTiterGlo 48 h. Potency, µM (series often up to 46.1 µM), for inactives: at the top dose growth rescue (activation), hits mostly activators;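 further: potency means the concentration at half of the fitted maximal effect; % of control where 0% means no effect; nearly all actives have a fitted effect of over 45% in size; temperature-sensitive fusion mutants such as fzo1-1 at 37 °C on non-fermentable ethanol glycerol medium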
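Temperature-sensitive fusion-defective S. cerevisiae (e.g. fzo1-1, mgm1-5) were grown with compound in YPEG medium (3% ethanol, 3% glycerol) for 48 hours at 37C. Growth rescue was measured as viability by CellTiterGlo luminescence after 10 minutes at ambient.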
uPA generation = cell surface uPA generation inhibition. 330,000 compounds, 0.31% hits. cell surface uPA generation assay, qHTS. AID 540303. Potency, µM (highest dose often 38.3 µM), for inactives: at the highest dose activity change, negative = inhibition, most hits filed as inhibitors; active means well fitted inhibition curve with a large enough effect; inconclusive means small, poorly fitted or top-dose-only effect; inactive means no such curve, though single readings can be large or run the other way; tested in mouse RAW 264.7 cells; further: potency means the concentration at half of the fitted maximal effect; on the % scale 0 is the no-effect control and ±100 the full control effect; nearly all actives have a fitted effect of over 55% in size
B2AR arrestin = recruits beta-arrestin to the human beta2-adrenergic receptor. P07550. beta-arrestin recruitment to beta2AR, cell-based reporter. Potency, µM (series often up to 46.1 µM), inactives show at the top dose activation, usual class: activators. 330,000 compounds, 0.02% hits. AID 492947;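 further: potency means the concentration at half of the fitted maximal effect; 0% = DMSO controls and full agonism = EC100 isoproterenol or metaproterenol; nearly all actives have a fitted effect of over 65% in size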
Target sequence (P07550 whole entry, looked up): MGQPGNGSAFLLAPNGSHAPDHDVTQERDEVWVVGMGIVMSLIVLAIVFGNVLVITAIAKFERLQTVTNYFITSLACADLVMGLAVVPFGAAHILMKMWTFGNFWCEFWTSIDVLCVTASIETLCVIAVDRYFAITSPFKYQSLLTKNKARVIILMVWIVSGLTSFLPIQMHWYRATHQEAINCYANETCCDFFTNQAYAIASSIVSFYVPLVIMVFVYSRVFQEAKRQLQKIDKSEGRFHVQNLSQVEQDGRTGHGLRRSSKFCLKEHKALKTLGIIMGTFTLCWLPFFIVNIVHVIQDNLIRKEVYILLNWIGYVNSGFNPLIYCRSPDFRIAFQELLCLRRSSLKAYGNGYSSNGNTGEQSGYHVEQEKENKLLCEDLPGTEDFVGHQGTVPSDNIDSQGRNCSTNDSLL
Starred values were filed as active, the others as inactive; ? = inconclusive; . = not tested or not shown; & = joins results of further samples; [ ] = remark or other dose. Unless noted, the call rests on the fitted dose curve; in most records, active means well fitted curve in the direction sought with a large enough effect; inconclusive means small, poorly fitted or top-dose-only effect, or another doubt; inactive means no such curve, though single readings can be large; an effect the other way counts as inactive or inconclusive.

SMILES	TSG101-PTAP inh	TSHR antagonist	Mito fusion act	Tb PFK inh	Eya2 inh	Chronic BCR inh	USP2a block	B2AR arrestin	ELG1 DNA repair	uPA generation	TCR activator
CC1=C(C(=O)NCc2ccccc2)C(c2cccs2)NC(=S)N1 (configuration not stated)	-0.1%	-7.2	1.7%	-2.1%	2.2%	2.8%	0.4%	-0.6%	-7.5%	-0.1%	4.1%
CCCCCCCCCCC(=O)Nc1cccnc1	.	-1.4	18.1%	-0.4%	0.7%	2.3%	2.3%	-0.2%	-2.3%	.	.
COc1cccc(NC(=O)C2CCCN2C(=O)Nc2cccc(F)c2)c1 (configuration not stated)	-2.4%	1.3	?	-2.9%	-5.4%	?	1.8%	-0.2%	-29.1%	0.4%	1.9%[46.1 µM]
Cc1ccc(NS(=O)(=O)c2cc(C(=O)O)ccc2Cl)cc1	-8.2%	-5.0	-6.0%	1.5%	17.0%	-1.0%	3.0%	0.5%	4.5%	-1.4%	7.1%
COc1cccc(COc2ccc(N(C)S(=O)(=O)c3ccccc3)cc2)c1	-0.9%	0.2	-4.6%	2.4%	0.9%	2.2%	-1.3%	0.0%	-5.3%	16.3%	-1.1%
CCc1noc(C)c1C(=O)NCCc1ccc(F)cc1	-1.7%	3.2	-3.2%	-6.1%	8.3%	0.8%	-0.1%	-0.1%	8.2%	2.2%	-18.0%
CC1Cc2ccccc2N1CC(=O)Nc1ccc2c(c1)OCO2 (configuration not stated)	-2.5%	10.9	2.3%	1.3%	10.8%	?	0.1%	0.1%	-20.4%	.	6.5%
NC(=O)C1(N2CCCCC2)CCN(C(=S)Nc2cc(F)cc(F)c2)CC1	-0.7%	-5.9	-2.0%	1.0%	-0.4%	-0.4%	-1.2%	0.0%	?	-1.0%	-2.9%
O=C(CN1CCOCC1)n1c2c(c3ccccc31)CCCC2	-2.1%	3.8	4.2%	-4.9%	5.9%	-1.5%	0.1%	-0.1%	2.1%	-3.7%	-12.2%
Cc1ccc[n+](CC(=O)Nc2ccc([N+](=O)[O-])cc2Cl)c1	-4.1%	10.2	-3.4%	3.8%	-25.2%	?	2.3%	0.1%	13.4%	-2.0%	-1.3%
NC(=O)CC(NC(=O)c1cccc(Br)c1)c1ccc(NC2CCC2)c([N+](=O)[O-])c1 (configuration not stated)	0.5%	-4.7	-0.2%	-1.8%	-2.9%	0.7%	3.3%	-0.5%	7.5%	5.4%	-3.1%
CCN1CCN(CCCNC(=O)C2c3ccccc3C(=O)N(c3ccc(OC)cc3)C2c2ccc(OC)cc2)CC1 (configuration not stated)	-4.2%	0.3	-5.7%	-1.5%	-4.1%	5.8%	3.8%	-1.7%	12.6%	-4.9%	7.7%
CSCCC(NS(=O)(=O)c1ccc(C)cc1)C(=O)NNC(=O)c1csc(N2CCOCC2)n1 (configuration not stated)	-6.9%	-5.4	2.8%	-1.3%	4.2%	-1.7%	1.9%	-0.8%	-2.4%	-4.1%	0.0%
COc1ccccc1/C=C/C(=O)NC(=S)Nc1ccccn1	-0.3%	7.1	-5.6%	-12.8%	-6.0%	?	2.1%	-0.1%	?	-1.7%	.
CSC1=C(C#N)C(=O)NC(c2ccc(Cl)cc2)S1 (configuration not stated)	-5.2%	1.1	-0.2%	6.7%	-3.5%	3.4%	-0.4%	-1.1%	10.0%	-0.3%	2.1%
CCCOc1ccc(C(=O)Nc2ccc(CN3CCOCC3)cc2)cc1	-3.7%	28.0	28.3%	-3.2%	15.0%	-1.3%	2.0%	-0.5%	-18.6%	-7.1%	.
C/C(=N\NC(=O)c1ccc(N/N=C(\C)c2ccc(O)cc2)cc1)c1ccc(O)cc1	0.5%	-2.7	-2.2%	-3.8%	?	?	0.5%	-0.9%	8.2µM*	?	-1.1%
CCOC(=O)c1c(C)[nH]c(C)c1S(=O)(=O)N(C)CC(=O)Nc1ccccc1C	-7.8%	-9.1	7.0%	9.0%	-1.4%	2.6%	2.8%	0.4%	2.9%	15.1%	-1.4%
Clc1ccccc1-c1ccc2ncnc(NCc3ccc4c(c3)OCO4)c2c1	0.1%	-7.5&-6.3	?	1.4%&8.4%	0.1%&6.7%	?	2.5%&-3.6%	1.1%&-0.6%	?	-1.7%	3.2%
Cc1noc(C)c1C(=O)Nc1ccccc1N1CCOCC1	-0.7%	2.1	2.5%	9.5%	13.8%	-9.1%	1.7%	-0.3%	12.2%	13.0%	4.3%
COC(=O)c1c(NC(=O)CSc2nccn2C)sc(C)c1C	0.0%	38.4	-6.2%	-14.6%	1.9%	-26.1%	-2.0%	0.1%	3.2%	-3.1%	-2.1%
CCOC(=O)c1ccccc1OCc1cc(/C=N/n2cncn2)ccc1OC	-3.3%	-14.3	-1.8%	0.1%	0.5%	3.1%	-1.2%	0.0%	?	-8.6%	1.4%[46.1 µM]
C/C(N)=C(/C#N)C(=O)COC(=O)c1cc(-c2ccc(C)cc2)nc2ccccc12	-3.5%	16.9	-1.9%	0.1%	1.3%	?	-1.1%	-0.2%	?	2.1%	-10.1%[46.1 µM]
COc1ccccc1C(C)NCC(=O)NCc1ccc(C)cc1 (configuration not stated)	0.7%	-2.8	-2.6%	-1.4%	-2.7%	-2.5%	1.4%	-0.7%	3.2%	-6.1%	-0.3%
O=C(NCCc1ccccc1)c1nccc2ccccc12	5.2%	-7.0	4.6%	1.3%	19.9%	?	2.5%	0.3%	?	4.9%	-0.7%
CCN(CC)S(=O)(=O)c1cc(NC(=O)COC(=O)c2ccc(NC(=O)CC#N)cc2)ccc1C	-1.1%	3.1	-11.7%	3.7%	-1.5%	-12.8%	-1.0%	-0.8%	0.0%	1.0%	-4.1%
COc1ccc(S(=O)(=O)NCCCN2CCCC2=O)cc1OC	0.3%	-7.5	0.2%	-6.6%	-9.6%	-1.1%	6.8%	0.5%	-4.6%	3.5%	10.2%
Cc1ccc2c(c1)C(=O)C(=O)N2CC1COc2ccccc2O1 (configuration not stated)	-0.7%	2.0	-5.8%	?	-1.3%	?	-1.0%	0.1%	7.9%	-13.0%	-4.0%
CCCCn1c(N)c(N(CCC(C)C)C(=O)C2=COCCO2)c(=O)[nH]c1=O	.	-3.4	-1.4%	0.4%	4.4%	0.3%	0.7%	-0.5%	4.5%	4.4%	2.2%
CN1CCc2nc(SCC(=O)Nc3cccc(F)c3)c(C#N)c(-c3cccs3)c2C1	-9.2%	10.7	3.5%	-22.1%	-5.0%	22.1%	25.5%	-0.9%	13.2%	4.0%	-2.2%
O=C(NCCCN1CCCCCC1)c1ccc2c(c1)NC(=O)C(N1CCOCC1)S2 (configuration not stated)	-4.8%	15.4	0.4%	0.3%	11.7%	4.1%	2.0%	0.4%	?	4.3%	-2.3%
O=C(Cc1ccccc1)Nc1nonc1NC(=O)c1ccccc1	-5.9%	8.6	0.7%	-6.6%	-1.8%	4.2%	-4.9%	-0.8%	-1.9%	-2.6%	-6.2%
O=C(NCc1n[nH]c(=S)n1-c1ccc(F)cc1)c1ccc(S(=O)(=O)N2CCCC2)cc1	-5.9%	-1.1	-2.7%	-4.5%	15.3%	-9.4%	2.9%	-0.1%	-6.0%	2.8%	0.0%
Cc1ccccc1N1CCN(Cc2ccc([N+](=O)[O-])o2)CC1	0.7%	-0.9	-2.4%	-2.0%	-2.0%	-6.4%	-0.4%	-1.5%	0.0%	-1.2%	1.3%
CCOc1cc(N2CCOCC2)c(OCC)cc1NC(=O)COC(=O)COc1cc(C)cc(C)c1	-0.9%	0.3	-3.1%	-11.1%	-7.6%	4.0%	1.0%	0.1%	5.6%	-0.6%	-30.2%
COCCNC(=O)c1cc2c(-c3ccc(Cl)cc3)nn(C)c2s1	-17.3%	-4.4	-0.3%	-1.0%	14.7%	?	2.1%	-0.6%	?	-3.6%	-3.0%
